High-throughput results as filed in PubChem.
MC4R barr agon: activates human MC4R beta-arrestin recruitment. P32245. U2OS MC4R beta-arrestin complementation, luminescence; percent of melanotan II response, DMSO zero. activation, % at 8.9 µM. 0.98% of 360,000 active. AID 540308;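 active means activation above a per-plate cutoff, the mean activation of sample wells on that plate plus 3 SD, cut at about 8% in these data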
MC4R antag cAMP: human MC4R antagonism in cAMP assay | MC4R-expressing cells, MTII-stimulated cAMP, LANCE TR-FRET | 0.48% of 360,000 active | inhibition, % at 6.5 µM | P32245;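 active means inhibition above its plate's cutoff, the mean of tested wells on that plate plus 3 SD, cut at about 29% in these data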;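 further: 0% = Melanotan II alone and 100% = Melanotan II plus saturating MCL0020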
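Assay system: U2OS cells stably expressing human melanocortin 4 receptor (MC4R) / Dosing: 6.5 µM / Timing: compound 30 min, challenge 1 h, detection 1 h / Measured by: Eu-cAMP/anti-cAMP TR-FRET, emission 671 nm / Replicates: singlicate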
PDI turbidity: inhibitors of human protein disulfide isomerase; P07237; PDI insulin aggregation turbidity, A650, 90 min; inhibition, % at 10 µM; 0.052% of 350,000 active;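 active means mean inhibition across replicates of 30% or more, whatever share of single replicates reach that level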;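 further: absorbance from insulin aggregation driven by PDI reduction with DTT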
HTR2A ag: mouse HTR2A agonism via beta-arrestin recruitment. P35363. CHO-K1 mHTR2A beta-arrestin complementation, luminescence; percent of 30 µM serotonin response. activation, % at 7.6 µM. 0.66% of 360,000 active. AID 624169;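 active means activation above a run cutoff, the mean activation of all tested compounds plus 3 SD, cut at about 14% in these data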;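 further: 0% = plate median of compound wells and 100% = 30 µM serotonin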
Exocytosis inh: blocks lytic granule exocytosis. TALL-104 LAMP-1 surface exposure, flow cytometry; cells stimulated with thapsigargin and PMA. AID 651702. inhibition, % at 10 µM. 0.66% of 360,000 active;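 active means inhibition above about 55%, limit read from the data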
H9c2 protect: protects H9c2 cardiomyocytes from peroxide injury. H2O2 injury protection, ATPLite, 2 h. protection from H2O2 cell death, % at 20 µM. 0.63% of 360,000 active;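 active means compounds giving at least 50% protection of heart cells from peroxide-induced death in the single-dose screen, raw or plate-pattern-corrected value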;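 further: 0% = DMSO wells with peroxide and 100% = DMSO wells without peroxide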
N-glyco inh: blocks N-linked glycosylation in D54 reporter cells; D54 ERlucT glycosylation luciferase reporter, 24 h; percent of 100 nM tunicamycin response; reporter increase, % at 12.5 µM; 0.23% of 360,000 active;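 active means mean luciferase reporter signal, scaled so untreated is 0 and the glycosylation-blocking control 100, at or above a set limit in every replicate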;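 further: luciferase carries N-glycosylation sites so blocking glycosylation raises the light; 0% = median of neutral control wells and 100% = median of 100 nM tunicamycin wells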
CaV13 ICDI inh: Primary screen for inhibitors of IQ motif and Ca2+-dependent inactivation inhibitor domain binding in CACNA1D, Förster resonance energy transfer in living cells, …; HEK cells, CFP/YFP FRET ICDI-IQ, plate reader, 10 min; percent FRET-ratio fall versus neutral wells; inhibition, % at 12.3 µM; 0.098% of 340,000 active; AID 743397;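 active means mean replicate inhibition of at least 30% and at least 1% of replicates passing that level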;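 further: 0% = median of the neutral control wells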
ABHD5 PLIN5 PPI: inhibitors of human ABHD5-perilipin-5 interaction; 0.78% of 360,000 active; Q00G26+Q8WTS1; Split G. princeps luciferase complementation, luminescence, 4 h; inhibition, % at 4 µM;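 active means inhibition above the mean inhibition across every tested compound plus 3 SD, cut at about 22% in these data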;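 further: 0% = DMSO only wells and the 100% control is not disclosed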
Target sequence (Q00G26 whole entry, looked up): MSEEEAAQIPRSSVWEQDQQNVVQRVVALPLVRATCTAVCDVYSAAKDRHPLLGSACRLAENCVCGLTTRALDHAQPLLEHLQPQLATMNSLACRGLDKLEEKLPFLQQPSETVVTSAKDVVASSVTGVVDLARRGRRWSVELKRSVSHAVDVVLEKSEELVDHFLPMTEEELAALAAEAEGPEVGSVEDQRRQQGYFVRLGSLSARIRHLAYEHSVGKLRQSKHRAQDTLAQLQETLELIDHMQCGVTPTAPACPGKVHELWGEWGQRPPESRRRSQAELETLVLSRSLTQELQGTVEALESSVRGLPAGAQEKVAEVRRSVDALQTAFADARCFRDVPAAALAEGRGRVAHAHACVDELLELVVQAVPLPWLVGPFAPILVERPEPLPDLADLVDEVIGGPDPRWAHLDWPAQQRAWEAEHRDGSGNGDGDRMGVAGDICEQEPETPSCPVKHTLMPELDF
Target sequence (Q8WTS1 whole entry, looked up): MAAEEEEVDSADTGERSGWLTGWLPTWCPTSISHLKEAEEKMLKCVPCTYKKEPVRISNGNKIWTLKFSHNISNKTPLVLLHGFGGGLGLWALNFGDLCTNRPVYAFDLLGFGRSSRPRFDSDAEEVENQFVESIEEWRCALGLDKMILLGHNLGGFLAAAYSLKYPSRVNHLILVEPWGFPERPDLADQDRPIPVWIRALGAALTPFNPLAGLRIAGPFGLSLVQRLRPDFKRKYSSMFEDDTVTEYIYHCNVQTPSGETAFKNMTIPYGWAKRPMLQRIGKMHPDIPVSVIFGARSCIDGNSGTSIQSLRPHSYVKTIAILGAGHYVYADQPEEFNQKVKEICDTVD
ABCB6 inh MLPCN: blocks the human ABCB6 transporter; K562-ABCB6 porphyrin accumulation, flow cytometry, 1 h; active compounds read low; fluorescence ratio to DMSO, % at 10 µM; 0.19% of 360,000 active; AID 602162;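 active means fluorescence ratio to DMSO below 75%, the collection mean minus 3 SD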;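 further: signal is porphyrin accumulated inside mitochondria; 100% equals median channel fluorescence of DMSO control wells; lower ratio means ABCB6 inhibition with less porphyrin fluorescence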
* hit, by the source's call; . = not tested or not shown; & = joins results of further samples. Hits appear at their usual frequency. About 4.2% of those tested had a hit in this group.

SMILES	MC4R barr agon	MC4R antag cAMP	PDI turbidity	HTR2A ag	Exocytosis inh	H9c2 protect	N-glyco inh	CaV13 ICDI inh	ABHD5 PLIN5 PPI	ABCB6 inh MLPCN
CN(C)S(=O)(=O)c1ccc(S(=O)(=O)NCc2ccc3c(c2)OCO3)cc1	-0.7	-1	-2	0	1	-10	0	-1	-2	100
Cc1cc(NC(=O)C(=O)NCCN2CCN(C(=O)c3cccs3)CC2)ccc1Br	2.9	2	0	-3	-2	-18	2	-4	-5	90
Cc1ccc(N2CCN(C(=O)c3[nH]c(C(F)(F)F)nc3-c3ccccc3)CC2)cc1	.	.	.	-2	0	-1	-1	-3	4	92
Cc1noc(C)c1COc1cccc(C(=O)Nc2ccc(OCc3ccccc3)cc2)c1	-0.3	7	0	-3	-2	-2	-5	.	4	90
Cc1nn(Cc2ccccc2Cl)c(C)c1NC(=O)CCCn1nc(C)c([N+](=O)[O-])c1C	-1.3	-3	-6	-5	-1	11	-1	-5	0	95
Cc1ccc(S(=O)(=O)N(C)c2ccc(OCC(=O)Nc3ccc(C(=O)N(C)C)cc3)cc2)cc1C	-3.0	5	5	-6	-3	3	-1	-5	5	98
Cc1cc(C)c2[nH]c(=O)c(CN(Cc3cccnc3)C(=S)NCCCN(C)C)cc2c1	-0.5	-3	-5	-2	0	24	-4	.	3	102
CCOC(=O)Cn1c(=N)n(CCOc2ccc3ccccc3c2)c2ccccc21	9.6*	-5	4	-1	21	-43	-4	-2	25*	97
CCC1=C2CC[C@H]3C(=O)N(CC)C(=O)[C@H]3[C@H]2[C@@]2(Cc3ccccc3)C(=O)N(Cc3ccccc3)C(=O)N2C1=O	-0.9	5	-8	4	-2	9	0	-6	-3	92
O=[N+]([O-])c1ccc(NN=Cc2ccco2)nc1	-1.7	-14	13	0	2	-2	7	-7	2	98
Cc1ccc(NS(=O)(=O)c2c(C)[nH]c(=O)[nH]c2=O)c(Br)c1	-1.1	12	-13	3	-5	1	4	-4	0	100
CCOC(=O)CSc1nc(N)c2c3c(sc2n1)CCCC3	-0.6	-5	6	-1	-1	-1	1	-6	3	91

Some values from the results shown.
Reading of Cc1ccc(S(=O)(=O)N(C)c2ccc(OCC(=O)Nc3ccc(C(=O)N(C)C)cc3)cc2)cc1C in N-glyco inh: -1
Reading of CCOC(=O)CSc1nc(N)c2c3c(sc2n1)CCCC3 in MC4R barr agon: -0.6
Reading of Cc1ccc(N2CCN(C(=O)c3[nH]c(C(F)(F)F)nc3-c3ccccc3)CC2)cc1 in H9c2 protect: -1
Reading of Cc1nn(Cc2ccccc2Cl)c(C)c1NC(=O)CCCn1nc(C)c([N+](=O)[O-])c1C in HTR2A ag: -5

Already shown: an excerpt of the list.
SMILES	MC4R barr agon	MC4R antag cAMP	PDI turbidity	HTR2A ag	Exocytosis inh	H9c2 protect	N-glyco inh	CaV13 ICDI inh	ABHD5 PLIN5 PPI	ABCB6 inh MLPCN
Cc1ccc(S(=O)(=O)N(C)c2ccc(OCC(=O)Nc3ccc(C(=O)N(C)C)cc3)cc2)cc1C	-3.0	5	5	-6	-3	3	-1	-5	5	98
Cc1cc(C)c2[nH]c(=O)c(CN(Cc3cccnc3)C(=S)NCCCN(C)C)cc2c1	-0.5	-3	-5	-2	0	24	-4	.	3	102
CCOC(=O)Cn1c(=N)n(CCOc2ccc3ccccc3c2)c2ccccc21	9.6*	-5	4	-1	21	-43	-4	-2	25*	97
CCC1=C2CC[C@H]3C(=O)N(CC)C(=O)[C@H]3[C@H]2[C@@]2(Cc3ccccc3)C(=O)N(Cc3ccccc3)C(=O)N2C1=O	-0.9	5	-8	4	-2	9	0	-6	-3	92
O=[N+]([O-])c1ccc(NN=Cc2ccco2)nc1	-1.7	-14	13	0	2	-2	7	-7	2	98
Cc1ccc(NS(=O)(=O)c2c(C)[nH]c(=O)[nH]c2=O)c(Br)c1	-1.1	12	-13	3	-5	1	4	-4	0	100

(cont.)
SMILES	MC4R barr agon	MC4R antag cAMP	PDI turbidity	HTR2A ag	Exocytosis inh	H9c2 protect	N-glyco inh	CaV13 ICDI inh	ABHD5 PLIN5 PPI	ABCB6 inh MLPCN
COc1ccc(S(=O)(=O)N2CCC(C(=O)NCc3cccs3)CC2)cc1	-0.8	1	-1	-5	4	4	-2	-7	-5	100
CC1(C)Cc2cccc(OCC(=O)NCc3ccc(F)cc3)c2O1	-1.5	6	-6	-12	4	14	-2	-3	-5	98
COc1ccc(CCNc2nc(N3CCCCC3)nc(N3CCCCC3)n2)cc1OC	4.2	12	4	0	5	-3	-2	-4	-16	103
O=C(OCc1nnc(-c2ccccc2)o1)C1CCN(C(=O)c2ccc(Cl)cc2)CC1	0.7	4	2	4	-5	3	2	-6	-3	101
Oc1c(C=C2N=c3ccccc3=N2)sc(=S)n1-c1ccc(F)cc1	0.0&0.1	1&-3	-3&6	7&-2	2&0	-5&-4	2&3	-4&-4	-10&-7	88&132
CC(C)C1OC2c3cccc4cccc(c34)C2N1c1ccccc1 (centres undefined)	-1.5	6	-1	-6	4	4	2	-4	-11	98
CC(C)C[C@H](NC(=O)[C@H](Cc1ccccc1)n1c(=O)[nH]c2ccccc2c1=O)C(=O)N1CCC(C(=O)O)CC1	-0.4	-1	.	5	-2	-3	-1	.	1	98
COc1ccc(OCC(=O)Nn2c(-c3ccc(C)cc3)nc3ccccc3c2=O)cc1	-2.3	17	-2	-1	6	-2	0	-4	-3	92
Cc1nc2ccccn2c1C(=O)Nc1ccc2c(c1)OCCO2	-0.2	7	-5	3	1	-3	-9	-3	1	95
Cc1ccc(OC(C)C(=O)N2CCc3ccccc32)c([N+](=O)[O-])n1 (centres undefined)	-1.8	7	-6	1	-3	5	2	-15	5	98
CN1CCN(C(=O)C2=C[C@H](C(C)(C)C)C[C@H](OCCCCO)O2)CC1	0.1	6	0	1	1	7	3	-11	1	98
COc1ccc(-c2csc(NC(C)c3nc4cc(C(=O)NCCCO)ccc4n3Cc3ccc(C)cc3)n2)cc1 (centres undefined)	-1.0	23	-1	-4	2	-4	4	-10	-1	100
CC(C)c1ccc2c(c1)C1(NN=C(c3ccccc3)S1)C(=O)N2 (centres undefined)	1.8	6	-9	-1	-3	45	2	.	-14	121
CCc1c(O)nc(SCC(=O)Nc2ccc(C)cc2)n(C2CCCCC2)c1=O	-0.4	27	-5	-1	-3	2	3	-9	-2	127
CC1CCCN(C(=O)C(=O)Nc2ccc3nc4n(c(=O)c3c2)CCCCC4)C1 (centres undefined)	-0.3	13	.	-1	-1	10	-1	-6	-4	92
CC1CCc2sc(C(=O)OCC(=O)NC(C)C)cc2C1 (centres undefined)	1.3	-5	3	6	2	-3	2	-6	5	96
COc1cc2c(cc1OC)C(c1cccs1)N(C(=S)NC(C)C)CC2 (centres undefined)	-4.2	0	17	-6	0	-19	45*	-6	5	105
Clc1ccc(Cn2cnc3ccccc32)cc1	-1.4	25	-7	0	-1	-17	-4	-6	6	95
COc1cc(CC(=O)Nc2ccccc2N2CCOCC2)cc(OC)c1OC	-1.1	11	18	-1	5	-2	0	-6	-2	99
Cc1ccc(Cn2ccc(NC(=O)c3cc(-c4cccs4)on3)n2)cc1	4.3	3	-2	3	0	-5	-2	-4	0	87
O=C(Cc1cn2ccsc2n1)OCc1ccccc1	0.7	-1	-13	0	-2	-4	-3	-3	-18	95
COCc1[nH][nH]c(=O)c1C=NCC(=O)OC	1.8	-2	-3	3	20	-4	1	0	1	104
O=C(O)CSc1nc2ccc(Cl)cc2[nH]1	0.0	-2	-5	0	19	0	2	-5	2	84
CCCCCCCC[n+]1cccc(C(=O)N(CC)CC)c1	-2.1	8	3	3	3	-2	2	-4	1	103
Cc1ccc(C(=O)Nc2sc3c(c2C#N)CCCCC3)cc1C	0.5	6	-9	-1	-2	-16	.	-7	0	101
CC(=O)c1cccc(NC(=O)CNC(=O)Cc2ccccc2)c1	0.0	-4	6	2	-4	5	1	-2	1	100
COc1cnn(-c2ccc(C)cc2)c(=O)c1Br	-2.4	12	0	0	8	0	-2	4	6	94
C[C@H](/C=C/[C@@]1(O)[C@H](C)C[C@H](O)CC1(C)C)O[C@@H]1O[C@H](CO)[C@@H](O)[C@H](O)[C@H]1O	-1.5	1	.	-1	4	2	-1	.	4	95
COc1cc(C(=O)NCCC(=O)N2CCC3(CC2)NCCc2[nH]cnc23)cc(OC)c1OC	-1.1	6	2	2	-2	3	0	-3	-2	102
CC(=O)N(c1ccc(C(F)(F)F)cc1)S(=O)(=O)c1ccc(N2C(=O)CCC2=O)cc1	0.3	9	2	1	11	2	1	.	2	100
CC1(c2ccccc2)CC(C)(C)n2c(O)c(C3=NC(=S)NC3=O)c3cccc1c32 (centres undefined)	0.9	14	-2	-3	-4	7	2	0	-9	87
Cn1c(SCCOc2ccccc2Cl)nnc1-c1ccncc1	-2.6	8	1	8	-4	2	9	.	1	103
Cc1ccc(C(=O)N2CC(=O)Nc3ccc(F)cc3C2c2ccccc2)cc1[N+](=O)[O-] (centres undefined)	0.3	4	1	5	4	-3	-1	-18	-1	99
COc1ccc(N(C(=O)CNC(=O)c2cccs2)C(C(=O)NC2CCCC2)c2ccncc2)cc1 (centres undefined)	1.0	15	4	0	1	8	1	-3	4	92
CCn1c(CCc2nc3ccccc3[nH]2)n[nH]c1=S	-0.5	3	1	-3	0	5	4	-21	-4	94
COCCOC(=O)c1c(C)oc2ccc(OCc3ccccc3)cc12	2.3	-2	6	-4	-1	-7	3	-4	-9	102
OCCN(CCO)c1ccc(C(c2ccc(Cl)cc2)c2ccc(N(CCO)CCO)cc2Cl)c(Cl)c1	6.4	15	-8	-1	-4	14	3	-5	9	104
C#CCOCCOCCOCCNc1nc(N2CCN(C(=O)C([C@@H](C)O)n3cc([C@@H](N)CCCCN)nn3)CC2)nc(N2CCN(C(=O)[C@H](CC(N)=O)n3cc([C@@H](N)C(C)C)nn3)CC2)n1 (some centres undefined)	-1.5	-5	-3	6	-5	11	0	-5	5	98
Cc1ccc(N(C)S(=O)(=O)c2cccc(C(=O)NCCCN3CCCC3=O)c2)cc1	-1.3	1	2	-1	3	-3	0	-4	-12	88
CCn1c(CN2CCOCC2)nnc1SCC(=O)Nc1ccccc1Cl	-1.6	-6	-3	2	-4	1	4	-3	-7	98

Some of these compounds in order of their number in ABHD5 PLIN5 PPI, lowest first.
| Molecule | MC4R barr agon | MC4R antag cAMP | PDI turbidity | HTR2A ag | Exocytosis inh | N-glyco inh | CaV13 ICDI inh | ABHD5 PLIN5 PPI | ABCB6 inh MLPCN |
| --- | --- | --- | --- | --- | --- | --- | --- | --- | --- |
| Cc1ccc(N(C)S(=O)(=O)c2cccc(C(=O)NCCCN3CCCC3=O)c2)cc1 | -1.3 | 1 | 2 | -1 | 3 | 0 | -4 | -12 | 88 |
| O=C(OCc1nnc(-c2ccccc2)o1)C1CCN(C(=O)c2ccc(Cl)cc2)CC1 | 0.7 | 4 | 2 | 4 | -5 | 2 | -6 | -3 | 101 |
| Cc1ccc(NS(=O)(=O)c2c(C)[nH]c(=O)[nH]c2=O)c(Br)c1 | -1.1 | 12 | -13 | 3 | -5 | 4 | -4 | 0 | 100 |
